Screening data as filed in PubChem BioAssay.
SARS 3CLpro inh – SARS-CoV 3CLpro protease inhibition; P0C6X7; recombinant SARS-CoV 3CLpro, quenched FRET peptide cleavage; inhibition, % at 6 µM; actives 0.14% (n = 290,000); AID 1706; in the data active = inhibition above about 12%
PfHsp40 yeast – rescue of PfHsp40-mediated yeast toxicity | S. cerevisiae expressing PfHsp40, growth rescue, ATP luminescence | growth rescue, % at 12.5 µM | actives 0.68% (n = 340,000) | AID 504582; in the data active = growth rescue above about 28%, passing the limit was not always enough; inconclusive = no clear call, values can overlap the other calls;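 note: yeast W303a lacking pdr1 and pdr3 grown in galactose medium; growth measured after three days at 30 °C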
TcdB inh – blocks C. difficile toxin B glycohydrolase activity; TcdB glycohydrolase enzymatic assay, plate reader; P18177; AID 652162; inhibition, % at 9.99 µM; actives 0.24% (n = 350,000); in the data active = inhibition above about 10%
Yp Topo-I inh – blocks Yersinia pestis topoisomerase I activity. activity, % at 10 µM. AID 504884. Y. pestis Topo-I cleavage product accumulation, plate reader. actives 0.064% (n = 360,000); in the data active = activity above about 50%, passing the limit was not always enough; inconclusive = no clear call, values can overlap the other calls; note: inactives centre near 2
BH1578 lux ind – induces V. cholerae light production without autoinducers; activation, % at 18.7 µM; AID 588436; V. cholerae BH1578 lux reporter, luminescence, 6 h; actives 0.16% (n = 350,000); in the data active = activation mostly above about 9.7%, no sharp cut-off; inconclusive = no clear call, values can overlap the other calls; inactive = mostly below about 3.7%; note: not every result past the cut was called active; inactives centre near 0; reference of the scale not given here
PrPC surface inh – cell surface PrPC inhibition, primary TR-FRET screen; TR-FRET read-out; inhibition, % at 13.8 µM; actives 0.43% (n = 370,000); AID 720596; in the data active = inhibition above about 24%; note: 0% = median of the test wells and 100% = reference compound wells
Anthrax LF prot – blocks Bacillus anthracis lethal factor protease; actives 0.12% (n = 360,000); AID 588501; P15917; inhibition, % at 10 µM; multiplex microsphere protease cleavage assay, LF; note: plate controls were buffer without enzyme for full effect and enzyme alone for no effect
BoNT-A LC inh2 – inhibitors of Botulinum neurotoxin A light chain protease | multiplex microsphere protease substrate cleavage, flow cytometry | inhibition, % at 10 µM | actives 0.17% (n = 360,000) | AID 588499; note: plate controls were buffer without enzyme for full effect and enzyme alone for no effect
PriA SSB inh – inhibitors of Klebsiella pneumoniae PriA binding to SSB C-terminal tail | AID 1272365 | AlphaScreen SSBct-PriA binding, biotinylated peptide | inhibition, % at 33 µM | actives 0.6% (n = 430,000); in the data active = inhibition mostly above about 37%, no sharp cut-off; inactive = mostly below about 20%;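 note: plate controls were negative control peptide for no effect and reference peptide for full effect; strong numbers were not always called active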
The depositor's hits bear a star; i = inactive; ? = inconclusive; nt = no result given. Cut-off read from the data, not from the text of the source, unless noted: active = inhibition above about 30%; inconclusive = no clear call, values can overlap the other calls; inactive = below that. Only part of the results is shown, so the mix of outcomes need not match the whole.

No.	SMILES	SARS 3CLpro inh	PfHsp40 yeast	TcdB inh	Yp Topo-I inh	BH1578 lux ind	PrPC surface inh	Anthrax LF prot	BoNT-A LC inh2	PriA SSB inh
1	COc1ccc(Cl)cc1-c1n[nH]c(=S)o1	-2	1.4	nt	3	-5.9	69*	2	1.2	-16
2	COCCn1c(C)nnc1SCC(=O)NNC(=O)c1ccc(Br)cc1	-1	0.5	1.1	1	i	2	4	1.1	9
3	Cc1n[nH]c(=S)n1/N=C/c1ccccc1OCc1ccc(Cl)cc1	-2	0.9	nt	18	i	0	1	?	nt
4	CC1(C(=O)NS(=O)(=O)c2ccc(F)cc2F)CCN1C(=O)c1ccccc1CCc1ccccc1 (stereo unspecified)	nt	nt	-3.1	1	i	12	8	-0.4	nt
5	O=C(NNc1nc2ccccc2o1)c1ccccc1	-4	nt	-0.1	3	i	2	-2	0.9	0
6	CCc1nnc(NC(=O)c2ccc(COc3ccccc3Cl)o2)s1	2	-0.7	0.6	-5	i	-3	25	-0.9	-4
7	CC(C)C1Oc2ccccc2N(CC(=O)N(Cc2ccncc2)Cc2ccco2)C1=O (stereo unspecified)	-2	-0.3	nt	1	i	-4	2	-1.2	-9
8	COc1ccc(OC)c(-n2cc3c(=O)n(C)c(=O)n(C)c3c2)c1	0	0.8	nt	-9	i	-4	3	0.7	2
9	CN1CCN(c2ccc(S(=O)(=O)Nc3ccccc3)cc2[N+](=O)[O-])CC1	1	-1.1	-0.3	-4	-0.3	-4	1	-0.1	-12
10	Cn1c(SCC(=O)Nc2ccc(NC(=O)c3cccc(F)c3)cc2)nnc1-c1ccncc1	2	-0.8	0.9	10	i	0	6	-1.8	1
11	CC1=Nn2c(nnc2-c2cc(-c3ccccc3)n[nH]2)SC1	6	-0.1	nt	-4	-0.7	-1	-2	-0.6	-5
12	CC(=O)c1cccc(N=Cc2c(O)c3ccccc3oc2=O)c1	-3	-2.5	0.3	1	-2.4	3	2	1.5	2
13	COCCNCCCCOc1ccc(C)cc1[N+](=O)[O-]	1	-1.8	nt	5	-0.2	-11	3	0.4	-25
14	CC(C)(C)c1nc2ccccc2c2nnc(SCC(=O)NCc3ccco3)n12	6	2.9	nt	38	-0.2	-5	-1	-1.4	9
15	O=C(c1ccccc1)c1c[nH]c(C(=O)NCc2cccnc2)c1	6	0.3	nt	-4	-0.6	5	2	0.1	6

Other records
No.	SMILES	SARS 3CLpro inh	PfHsp40 yeast	TcdB inh	Yp Topo-I inh	BH1578 lux ind	PrPC surface inh	Anthrax LF prot	BoNT-A LC inh2	PriA SSB inh
16	COc1cc(SC)ccc1C(=O)OCC(=O)NC1CCCC1	1	-0.3	0.0	6	741*	4	1	-0.2	-10
17	COc1cccc(CCNC(=O)CCc2nnc(Cc3cc(OC)ccc3OC)o2)c1	2	0.3	-0.5	16	0.8	2	0	1.7	-6
18	COC(=O)[C@H](CC(C)C)NC(=O)N1CCN(c2cccc(C(F)(F)F)c2)CC1	3	-0.1	1.2	-4	-0.2	5	-1	-1.1	-13
19	OCC[C@H]1C[C@@H](O)[C@H](O)[C@]2(CCCO2)O1	nt	-0.5	-1.5	-6	0.0	6	2	0.3	-13
20	CC(=O)C1=C(c2ccccc2)NC(=O)NC1c1ccccc1 (stereo unspecified)	0	0.7	0.8	-5	-3.8	-2	1	-0.8	-15
21	CN(C(=O)c1ccc(NC(=O)Cc2cccc(NC(=O)C3CCN(C(=O)c4ccccc4)CC3)c2)cc1)C1CC1	nt	0.0	-3.9	25	i	2	10	-0.2	2
22	CN1CCN(S(=O)(=O)Cc2ccccc2Cl)CC1	0	-1.3	-0.2	12	i	-4	11	12	-14
23	COc1ccccc1CC(=O)Nc1ccc(O)cc1C(=O)O	0	-0.8	nt	5	i	4	3	-0.4	-9
24	CC1(C)CC(=O)C=C(c2ccc(COC(=O)/C=C/c3ccccc3)cc2)C1=O	nt	nt	0.5	56*	i	-1	-2	0.4	nt
25	COc1cccc(NC(=O)CN(C)C(=O)C23CC4CC(CC(Cl)(C4)C2)C3)c1	nt	-0.9	1.0	11	i	5	-3	-0.8	0
26	CCOc1cc(C(=O)OCC(=O)c2cc(C)n(CC3CCCO3)c2C)ccc1OCC(=O)N1CCOCC1 (stereo unspecified)	4	-1.0	0.8	10	-0.9	5	-1	-0.9	-5
27	CCOC(=O)c1[nH]c2ccccc2c1NC(=O)CC(C)(C)C	3	0.3	1.4	-3	-0.3	6	-1	-0.9	-7
28	CC(=O)Nc1cccc(C(=O)Nc2cccc(S(=O)(=O)NCc3ccco3)c2)c1	nt	0.0	-9.2	-2	-0.4	1	-1	-0.3	-2
29	O=C(NC(Cc1ccccc1)C(=O)O)NC12CC3CC(CC(C3)C1)C2 (stereo unspecified)	2	2.6	1.0	-6	i	0	-2	-1.3	0
30	CSC1=C(C#N)C(c2sccc2C)CC(=O)N1 (stereo unspecified)	1	-1.1	0.4	1	i	-1	-1	-1.4	-4

A second format for some results above.
Fields: SARS 3CLpro inh | PfHsp40 yeast | TcdB inh | Yp Topo-I inh | BH1578 lux ind | PrPC surface inh | Anthrax LF prot | BoNT-A LC inh2 | PriA SSB inh
16	COc1cc(SC)ccc1C(=O)OCC(=O)NC1CCCC1
    1 | -0.3 | 0.0 | 6 | 741* | 4 | 1 | -0.2 | -10
17	COc1cccc(CCNC(=O)CCc2nnc(Cc3cc(OC)ccc3OC)o2)c1
    2 | 0.3 | -0.5 | 16 | 0.8 | 2 | 0 | 1.7 | -6

Additional records.
No.	SMILES	SARS 3CLpro inh	PfHsp40 yeast	TcdB inh	Yp Topo-I inh	BH1578 lux ind	PrPC surface inh	Anthrax LF prot	BoNT-A LC inh2	PriA SSB inh
31	Cc1c(Cl)cccc1NC(=O)CNC(=O)CCCc1nc2ccccc2c(=O)[nH]1	nt	nt	3.9	-3	i	4	-4	1.9	-12
32	O=c1c2c3c(sc2nc2sc(C4CC4)nn12)CCCC3	-3	0.3	nt	7	i	nt	-3	-0.3	-14
33	COc1cc(C=NC2CCCCC2)ccc1O	nt	nt	1.4	5	i	-10	-4	-0.1	nt
34	Cc1ccc(C)c(NC(=O)Nn2cnnc2)c1	6	-0.3	-0.1	-6	-0.4	-8	-4	-3.9	23
35	COc1cc(/C=N/Nc2ccccn2)ccc1O	-2	0.9	16*	-1	6.9	-1	2	-2.4	nt
36	CC1CCCC(C)N1C(=O)COC(=O)COc1ccc(C#N)cc1 (stereo unspecified)	nt	-0.2	0.0	10	-0.2	6	-2	0.0	-6
37	C=Cn1ccnc1P(=S)(c1ccc(N(C)C)cc1)c1nccn1C=C	4	-1.0	0.4	-3	i	-5	-1	1.7	6
38	Cc1ccccc1C(=O)Nc1ccc2nc3n(c(=O)c2c1)CCC3	-2	-0.1	0.5	-1	-0.3	-2	3	-0.4	-15
39	CCc1c(C(=O)NCCc2cccc(C)c2)[nH]c(C)c1C(C)=O	-2	0.4	0.3	5	i	11	5	-2.8	-11
40	CC(C)NCc1cc(Br)ccc1OCc1ccccc1	2	-1.1	1.7	1	-0.3	-2	-1	-0.9	6
41	CCOc1cc(S(=O)(=O)N(CC)CC)ccc1F	1	-1.3	nt	11	-0.4	2	-3	-0.2	-4
42	CCc1ccc(NC(=O)Cc2c(C(=O)O)n(C)c3ccccc23)cc1	3	-0.4	-0.2	0	i	-3	-1	0.0	-5
43	Nc1nc2ccc(Cc3ccncc3)cc2s1	1	0.0	1.3	-10	-0.2	2	1	1.2	-8
44	CCOc1nc(NC(=O)NC(=O)c2ccccc2)nc(-c2ccccc2)n1	1	-0.6	0.3	11	-0.2	-4	-5	0.7	-8
45	CC(=O)Nc1ccc(Nc2nc(-c3sc(NC(C)=O)nc3C)cs2)cc1	-3	-1.0	1.2	-6	-0.2	-24	nt	nt	17

(more compounds)
No.	SMILES	SARS 3CLpro inh	PfHsp40 yeast	TcdB inh	Yp Topo-I inh	BH1578 lux ind	PrPC surface inh	Anthrax LF prot	BoNT-A LC inh2	PriA SSB inh
46	N#CC(C#N)=C1C=CC=CN1/C(=C\c1ccco1)C(=O)c1ccc(Cl)cc1	-2	-0.5	2.6	-2	-3.4	-6	1	2.0	3
47	CCOc1ccccc1NS(=O)(=O)c1ccc2[nH]c(=O)[nH]c2c1	3	0.6	1.8	5	i	11	1	-4.3	-3
48	Cc1cccc(C(=O)Nc2ccnc(-c3cccnc3)n2)c1	1	-2.1	1.4	0	i	3	0	-0.3	-7
49	CCOc1cc(/C=N/NC(=O)CN(CCc2ccccc2)S(=O)(=O)c2ccc(NC(C)=O)cc2)ccc1O	-2	-0.7	nt	-5	-0.2	-3	-2	-1.0	nt
50	CN(c1cccc(NC(=O)CCSc2ccccc2)c1)S(C)(=O)=O	-2	-1.2	0.0	-13	-0.2	6	-5	-0.6	-1
51	CCOC(=O)c1sc(C)c(C(=O)NC2CCCCC2)c1N	-5	0.4	nt	9	i	-4	-2	0.1	0
52	O=C(c1ccccc1)C1CN(c2ccccc2)CC1c1ccc(Cl)cc1 (stereo unspecified)	-4	1.3	nt	2	4.6	3	3	-0.4	-12
53	C/C=C(\C)CN1CCC(n2nccc2NC(=O)c2ccc3c(c2)OCO3)CC1	-4	-4.1	-0.4	1	-0.1	-13	-2	2.7	-4

Rewritten screen by screen: entries from further up.
37) C=Cn1ccnc1P(=S)(c1ccc(N(C)C)cc1)c1nccn1C=C
38) Cc1ccccc1C(=O)Nc1ccc2nc3n(c(=O)c2c1)CCC3
39) CCc1c(C(=O)NCCc2cccc(C)c2)[nH]c(C)c1C(C)=O
40) CC(C)NCc1cc(Br)ccc1OCc1ccccc1
41) CCOc1cc(S(=O)(=O)N(CC)CC)ccc1F
42) CCc1ccc(NC(=O)Cc2c(C(=O)O)n(C)c3ccccc23)cc1
43) Nc1nc2ccc(Cc3ccncc3)cc2s1
44) CCOc1nc(NC(=O)NC(=O)c2ccccc2)nc(-c2ccccc2)n1
45) CC(=O)Nc1ccc(Nc2nc(-c3sc(NC(C)=O)nc3C)cs2)cc1
46) N#CC(C#N)=C1C=CC=CN1/C(=C\c1ccco1)C(=O)c1ccc(Cl)cc1
47) CCOc1ccccc1NS(=O)(=O)c1ccc2[nH]c(=O)[nH]c2c1
48) Cc1cccc(C(=O)Nc2ccnc(-c3cccnc3)n2)c1

| Assay by compound | 37 | 38 | 39 | 40 | 41 | 42 | 43 | 44 | 45 | 46 | 47 | 48 |
| --- | --- | --- | --- | --- | --- | --- | --- | --- | --- | --- | --- | --- |
| SARS 3CLpro inh | 4 | -2 | -2 | 2 | 1 | 3 | 1 | 1 | -3 | -2 | 3 | 1 |
| PfHsp40 yeast | -1.0 | -0.1 | 0.4 | -1.1 | -1.3 | -0.4 | 0.0 | -0.6 | -1.0 | -0.5 | 0.6 | -2.1 |
| TcdB inh | 0.4 | 0.5 | 0.3 | 1.7 | nt | -0.2 | 1.3 | 0.3 | 1.2 | 2.6 | 1.8 | 1.4 |
| Yp Topo-I inh | -3 | -1 | 5 | 1 | 11 | 0 | -10 | 11 | -6 | -2 | 5 | 0 |
| BH1578 lux ind | i | -0.3 | i | -0.3 | -0.4 | i | -0.2 | -0.2 | -0.2 | -3.4 | i | i |
| PrPC surface inh | -5 | -2 | 11 | -2 | 2 | -3 | 2 | -4 | -24 | -6 | 11 | 3 |
| Anthrax LF prot | -1 | 3 | 5 | -1 | -3 | -1 | 1 | -5 | nt | 1 | 1 | 0 |
| BoNT-A LC inh2 | 1.7 | -0.4 | -2.8 | -0.9 | -0.2 | 0.0 | 1.2 | 0.7 | nt | 2.0 | -4.3 | -0.3 |
| PriA SSB inh | 6 | -15 | -11 | 6 | -4 | -5 | -8 | -8 | 17 | 3 | -3 | -7 |

49) CCOc1cc(/C=N/NC(=O)CN(CCc2ccccc2)S(=O)(=O)c2ccc(NC(C)=O)cc2)ccc1O
50) CN(c1cccc(NC(=O)CCSc2ccccc2)c1)S(C)(=O)=O

| Assay by compound | 49 | 50 |
| --- | --- | --- |
| SARS 3CLpro inh | -2 | -2 |
| PfHsp40 yeast | -0.7 | -1.2 |
| TcdB inh | nt | 0.0 |
| Yp Topo-I inh | -5 | -13 |
| BH1578 lux ind | -0.2 | -0.2 |
| PrPC surface inh | -3 | 6 |
| Anthrax LF prot | -2 | -5 |
| BoNT-A LC inh2 | -1.0 | -0.6 |
| PriA SSB inh | nt | -1 |
